# Sm TGR block = qHTS Assay for the Inhibitors of Schistosoma Mansoni Peroxiredoxins. purified TGR, DTNB reduction, TNB absorbance 405 nm. actives 3% (n = 360,000). Potency, µM (highest dose often 114 µM), for inactives: top-dose activity change, negative = inhibition, actives largely listed as inhibitors; note: nearly all actives have a fitted effect of over 60% in size
#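 TGR 20 nM + NADPH 100 uM (dispensed conc.), cpd preinc 15 min RT; start with NADPH (500 uM addition) then DTNB (15 mM addition). Kinetic TNB absorbance, 405 nm filter. Four-parameter Hill fit across titration.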
# HCV inhibitor = qHTS Assay for Inhibitors of Hepatitis C Virus (HCV); Huh7.5.1 HCVcc-Cre infection, luciferase reporter, 44 h; Potency, µM (series often up to 41.8 µM), for the others: top-dose activity change, negative = inhibition, most hits filed as inhibitors; actives 3.4% (n = 340,000); AID 651820, 2012
#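 A cell-based infection assay in which seeded cells (1,000 per well) receive test compound after 4 h, are inoculated with HCVcc-Cre at approximately 0.5 moi, and are incubated 44 h before luminescence detection.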
# TbPYK inhibitor = qHTS of Trypanosoma Brucei Inhibitors; pyruvate kinase (Trypanosoma brucei), Q57TT1; TbPYK enzyme, Kinase-Glo Plus ATP luminescence, 45 min; Potency, µM (titrated, usually from 76.8 µM), for the others: at the top dose activity, negative = inhibition, usual class: inhibitors; actives 0.12% (n = 410,000); AID 624173, 2012; note: nearly all actives have a fitted effect of over 50% in size
#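 Luminescence from Kinase-Glo Plus, added after a 45-minute room-temperature reaction, served as the end-point read-out. The enzyme and substrate were preincubated with compound before ADP (130 uM final) initiated turnover. Concentration-effect curves came from normalized qHTS data.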
# Pf growth 96h = Primary qHTS for delayed death inhibitors of the malarial parasite plastid, 96 hour incubation; P. falciparum luciferase reporter growth, 96 h; Potency, µM (highest dose often 28.7 µM), without a hit: at the highest dose activity change, negative = inhibition, actives largely listed as inhibitors; actives 6.9% (n = 320,000)
#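 Compounds incubated with erythrocytes infected by luciferase-expressing P. falciparum (2% hematocrit, 0.05% parasitemia final) for 96 hours, 37 C in 5% CO2. Growth inhibition scored as decreased luciferase luminescence.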
# Pf growth 48h = Primary qHTS for delayed death inhibitors of the malarial parasite plastid, 48 hour incubation. P. falciparum luciferase growth in erythrocytes, 48 h. Potency, µM (titrated, usually from 28.7 µM), inactives show top-dose activity change, negative = inhibition, usual class: inhibitors. actives 5.9% (n = 310,000). AID 504832, 2011
#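 First compound was added to culture medium, then infected red cells at 0.1% parasitemia and 2% hematocrit (final). After incubation at 37 C under 5% CO2, luciferase detection reagent was dispensed and light output recorded.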
# LmPK inhibitor = qHTS Assay for Inhibitors of Leishmania Mexicana Pyruvate Kinase (LmPK); Q27686; purified LmPK, Kinase-Glo ATP luminescence, 1 h; Potency, µM (doses to about 57.5 µM), for inactives: top-dose activity change, negative = inhibition, usual class: inhibitors; actives 0.37% (n = 290,000)
# Target sequence (Q27686 whole entry, looked up): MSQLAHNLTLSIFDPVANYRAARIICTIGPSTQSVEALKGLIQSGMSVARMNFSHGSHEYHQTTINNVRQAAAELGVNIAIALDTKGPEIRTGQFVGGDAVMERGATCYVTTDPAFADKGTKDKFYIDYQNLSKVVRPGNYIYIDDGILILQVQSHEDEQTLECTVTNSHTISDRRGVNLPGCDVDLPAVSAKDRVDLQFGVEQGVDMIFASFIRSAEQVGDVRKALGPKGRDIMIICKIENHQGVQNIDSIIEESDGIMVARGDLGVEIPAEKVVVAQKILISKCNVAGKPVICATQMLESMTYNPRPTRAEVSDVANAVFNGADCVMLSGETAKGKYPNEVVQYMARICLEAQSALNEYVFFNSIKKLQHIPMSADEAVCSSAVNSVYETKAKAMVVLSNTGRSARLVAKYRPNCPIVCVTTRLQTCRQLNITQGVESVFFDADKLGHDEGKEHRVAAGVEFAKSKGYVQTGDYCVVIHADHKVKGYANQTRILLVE
#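 Pyruvate kinase activity monitored as ATP production (luciferase luminescence). Conditions: 0.1 nM enzyme, 0.5 mM PEP, 0.1 mM ADP, 1 h, RT; normalized against uninhibited and no-enzyme wells.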
# * = called active by the depositor; i = inactive; ? = inconclusive; . = not tested or not shown; [ ] = remark or other dose. Calls come from the whole dose curve; as a rule, active = well fitted curve in the direction sought with a large enough effect; inconclusive = small, poorly fitted or top-dose-only effect, or another doubt; inactive = no such curve, though single readings can be large; an effect the other way counts as inactive or inconclusive. % is set by controls: 0 for no effect and ±100 for the full control effect; potency is the fitted concentration of half-maximal effect. Not a hit list. About 16% of those tested had a hit in this group.
entry | SMILES | Sm TGR block | HCV inhibitor | TbPYK inhibitor | Pf growth 96h | Pf growth 48h | LmPK inhibitor
1 | Cc1cccc(CC(=O)N2CCCC2)c1 | -3% | 10% | 3% | -29% | 20% | 2%
2 | O=C(COC(=O)c1ccccn1)Nc1c(Cl)cccc1Cl | -5% | 9% | 1% | 12% | 18% | 1%
3 | CC(C)CCn1c(SCC(=O)NC2CC2)nc2cc(Cl)ccc2c1=O | 0% | 8% | -4% | -6% | -1% | .
4 | CCOC(=O)c1oc2ccc(S(=O)(=O)Nc3ccc4c(c3)n(C)c(=O)n4C)cc2c1C | -15% | ? | 3% | . | ? | 6%
5 | COc1cc(/C=N/NC(=O)c2cccc(S(=O)(=O)N3CCCCC3)c2)cc(Br)c1O | -16% | ? | -8% | 2%[5.75 µM] | -6% | 2%
6 | CC(C)OC(=O)CCCCCN1C(=O)CSC1=S | -14% | -11% | -1% | ? | 7% | -2%
7 | Nc1ccc(N(CCO)CCO)cc1 | 7.1µM* | 18% | -9% | 33%[activator] | ? | -18%
8 | C/C(Cl)=C\Cn1c(Nc2cccc(C)c2)nc2c1c(=O)n(C)c(=O)n2C | 0% | ? | 0% | -21% | ? | 1%
9 | CCc1ccc(NC(=O)Cn2nnc(C(=O)NCc3ccc4c(c3)OCO4)c2N)cc1 | -12% | 8% | -4% | 20% | 26% | 2%
10 | COCCCNC(=O)c1ccc(N2CCOCC2)c(NS(=O)(=O)c2ccc(OC)cc2)c1 | -1% | 0% | 11% | . | -14% | 2%
11 | O=C(Nc1ccc(F)cc1F)c1csc(-c2cccs2)n1 | -3% | 6% | 0% | . | i | -5%
12 | O=C(NCCSc1ccccc1)c1ccccc1Cl | 9% | 10% | -11% | -3% | 250%[activator] | -11%
13 | CCOC(=O)c1c(C)n(C)c2ccc(OC)c(NC(=O)c3cccs3)c12 | 2% | -22% | -2% | ? | ? | 4%
14 | CC(=O)N[C@@H]1[C@@H](O)[C@@H]2OC(c3ccccc3)OC[C@H]2O[C@@H]1N=[N+]=[N-] (stereo partly specified) | -14% | 3% | 1% | -28% | -7% | 0%
15 | CCN(CC)C(=O)c1ccc(Nc2nnc(-c3ccc(O)cc3)c3ccccc23)cc1 | -20% | ? | -1% | 46%[activator] | ? | -4%

# Numbers 1–2 from above:
entry | SMILES | Sm TGR block | HCV inhibitor | TbPYK inhibitor | Pf growth 96h | Pf growth 48h | LmPK inhibitor
1 | Cc1cccc(CC(=O)N2CCCC2)c1 | -3% | 10% | 3% | -29% | 20% | 2%
2 | O=C(COC(=O)c1ccccn1)Nc1c(Cl)cccc1Cl | -5% | 9% | 1% | 12% | 18% | 1%

# Sorted by molar mass (ascending): part of the list above.
entry | SMILES | Sm TGR block | HCV inhibitor | TbPYK inhibitor | Pf growth 96h | Pf growth 48h | LmPK inhibitor
1 | Cc1cccc(CC(=O)N2CCCC2)c1 | -3% | 10% | 3% | -29% | 20% | 2%
11 | O=C(Nc1ccc(F)cc1F)c1csc(-c2cccs2)n1 | -3% | 6% | 0% | . | i | -5%
5 | COc1cc(/C=N/NC(=O)c2cccc(S(=O)(=O)N3CCCCC3)c2)cc(Br)c1O | -16% | ? | -8% | 2%[5.75 µM] | -6% | 2%

# New compounds follow
entry | SMILES | Sm TGR block | HCV inhibitor | TbPYK inhibitor | Pf growth 96h | Pf growth 48h | LmPK inhibitor
16 | CCOC(=O)CC1COCCN1C(=O)c1cc(COc2ccc(F)cc2Cl)on1 (stereo unspecified) | 1% | . | 6% | ? | ? | 0%
17 | C[N+]1(C)[C@@H]2CC[C@H]1CC(OC(=O)[C@@H](CO)c1ccccc1)C2 (stereo partly specified) | 8.9µM* | -8% | -20% | 9% | 23% | 1%
18 | COc1cc2cc(CCCOC(=O)CCC(=O)O)oc(=O)c2cc1OC | ? | 4% | 2% | ? | -2% | .
19 | Cc1cccc(C)c1NC(=O)CNC(=O)c1cncc(Br)c1 | 2% | 3% | 2% | 44%[activator] | 18% | -1%
20 | Cc1cc(Cl)nc(Cl)c1C(=O)NCCc1ccccc1 | -20% | 6% | 0% | -9% | -3% | .
21 | COC(=O)c1ccccc1NC(=O)C1CCC(=O)N1S(=O)(=O)c1ccc(C)cc1 (stereo unspecified) | -4% | . | 12% | 12% | 4% | 3%
22 | Cc1ccc(OCC(=O)Nc2ccc3c(c2)OC(F)(F)O3)c([N+](=O)[O-])n1 | 10% | -4% | -4% | 60%[activator] | 22% | -3%
23 | CCNC(=O)COc1ccc2ccccc2c1 | 10% | 0% | 0% | 2% | 83%[activator] | 0%
24 | CCCS(=O)(=O)NCCc1cc2cc(C)c(C)cc2[nH]c1=O | -4% | -1% | 0% | 159%[activator] | ? | -3%
25 | O=C1CC(c2cccnc2)c2cc3c(cc2N1)OCCO3 (stereo unspecified) | -3% | 7% | 3% | -15% | -4% | -3%
26 | OCc1csc(=Nc2ccccc2)n1-c1ccccc1 | -5% | -1% | -11% | -1% | 3% | 0%
27 | COC(=O)c1ccccc1NCC(=O)c1ccc(OC)cc1 | -13% | 2% | -8% | ? | -10% | -10%
28 | CC(C)C[C@H](NC(=O)C1CC(=O)N(c2ccc(F)cc2)C1)C(=O)N1CCCCC1 (stereo partly specified) | -5% | -3% | -6% | 2% | -8% | 0%
29 | CCOC(=O)c1c(C)n(C)c2ccc(OC)c(NC(=O)CN3CCN(C4CCCCC4)CC3)c12 | -11% | 0% | 4% | . | ? | 0%
30 | COc1ccc(S(=O)(=O)N(C)C2(C)CCS(=O)(=O)C2)cc1OC (stereo unspecified) | 8% | 2% | 2% | 1% | 18% | .
31 | Cc1ccc(S(=O)(=O)Cn2nnnc2CN2CCN(C(=O)c3ccco3)CC2)cc1 | 0% | 13% | 1% | 367%[activator] | ? | -3%
32 | CC1CN(S(=O)(=O)c2ccccc2)CC(C)O1 (stereo unspecified) | 1% | 10% | 1% | ? | -5% | -2%
33 | CCCCCCS(=O)Cc1ccccc1 (stereo unspecified) | -4% | 15% | -5% | . | 15% | 1%
34 | COc1cccc(NC(=O)N2CCCC2C(=O)NC(C)C)c1 (stereo unspecified) | -1% | -10% | -5% | 1% | 17% | -2%
35 | CSc1ccc(CNC(C)C(O)c2ccccc2)cc1 (stereo unspecified) | . | 12% | 4% | -2% | 1.9µM* | 3%
36 | O=C(NCCc1cccs1)C1CC(c2cccc(F)c2)=NO1 (stereo unspecified) | 4% | 3.5µM* | -2% | 1.7µM* | ? | 5%
37 | CCCN(CCC)S(=O)(=O)c1cc(CN2C(=O)c3cccnc3C2=O)ccc1OC | -8% | 12% | -4% | -5% | 0% | 4%
38 | C=CCNC(=S)Nc1ccc(C(N)=O)cc1 | ? | 2% | 4% | 20% | 9% | 3%
39 | Cc1cc(C)nc(SC(C)C(=O)Nc2ccc(S(N)(=O)=O)cc2)n1 (stereo unspecified) | 1% | 10% | -1% | . | -16% | 0%
40 | O=C(c1c[nH]c2ccccc12)N1CCN(c2ccccc2)CC1 | 2% | 4% | 0% | ? | -18% | 4%
41 | CCCCOCCCNC(=O)CC(C)c1ccccc1 (stereo unspecified) | -5% | 15% | -16% | 119%[activator] | ? | 0%
42 | O=C(Sc1cccc2cccnc12)c1ccccc1Br | -19% | . | . | 4.7µM* | 1.3µM* | -1%
43 | Cc1ccc(C(=O)NCC(=O)NCCCc2ccccc2)s1 | 23% | 3% | -11% | 67% | ? | 2%
44 | CCC1=C/C(=C/N(C)c2ccccc2)C(=O)S1 | ? | -11% | -10% | ? | . | 13%
45 | CCCOc1ccc(S(=O)(=O)n2cc(Br)c(=O)[nH]c2=O)cc1 | 9% | 22% | 2% | ? | ? | -1%

# Seven entries drawn at random from the list so far, as already listed:
entry | SMILES | Sm TGR block | HCV inhibitor | TbPYK inhibitor | Pf growth 96h | Pf growth 48h | LmPK inhibitor
45 | CCCOc1ccc(S(=O)(=O)n2cc(Br)c(=O)[nH]c2=O)cc1 | 9% | 22% | 2% | ? | ? | -1%
43 | Cc1ccc(C(=O)NCC(=O)NCCCc2ccccc2)s1 | 23% | 3% | -11% | 67% | ? | 2%
36 | O=C(NCCc1cccs1)C1CC(c2cccc(F)c2)=NO1 (stereo unspecified) | 4% | 3.5µM* | -2% | 1.7µM* | ? | 5%
33 | CCCCCCS(=O)Cc1ccccc1 (stereo unspecified) | -4% | 15% | -5% | . | 15% | 1%
37 | CCCN(CCC)S(=O)(=O)c1cc(CN2C(=O)c3cccnc3C2=O)ccc1OC | -8% | 12% | -4% | -5% | 0% | 4%
31 | Cc1ccc(S(=O)(=O)Cn2nnnc2CN2CCN(C(=O)c3ccco3)CC2)cc1 | 0% | 13% | 1% | 367%[activator] | ? | -3%
35 | CSc1ccc(CNC(C)C(O)c2ccccc2)cc1 (stereo unspecified) | . | 12% | 4% | -2% | 1.9µM* | 3%

# More compounds:
# Below each compound: Sm TGR block | HCV inhibitor | TbPYK inhibitor | Pf growth 96h | Pf growth 48h | LmPK inhibitor
[46] CC1=CC(C2CC(=O)N(c3ccccc3C)C2=O)CC2C(=O)N(c3ccccc3C)C(=O)C12 (stereo unspecified)
→ 5% | -6% | 3% | -29% | -8% | 4%
[47] COc1ccc(S(=O)(=O)N2CCc3ccccc32)cc1NC(C)=O
→ . | -12% | -11% | ? | -15% | 1%
[48] COc1cccc(C2NC(=S)NC3=C2CCc2ccccc23)c1 (stereo unspecified)
→ -19% | ? | -11% | ? | -24% | 3%
[49] CN(C)/C=C(/C(=O)c1ccc(Cl)cc1)S(C)(=O)=O
→ 5% | 24% | -1% | 19% | -3% | -7%
[50] CC(C)(C)c1ccc(C(=O)Nc2cccnc2)cc1
→ -2% | 3% | -5% | -19% | 193%[activator] | -5%
[51] CCOc1ccc(NC(=S)c2ccncc2)cc1
→ -18% | ? | 0% | 9.3µM* | 33%[activator] | 4%
[52] CC1(C)CC(=O)C=C(Nc2ccc([N+](=O)[O-])cc2)C1
→ 7% | -5% | -9% | -3% | 4% | -2%
[53] Cc1nc(C)c(NC(=O)N2CCc3ccccc32)cc1NC(=O)N1CCc2ccccc21
→ 14% | 4% | 1% | . | ? | 2%
[54] COc1ccccc1NC(=O)N1CCCC1C(=O)NCCc1ccccc1 (stereo unspecified)
→ 7% | 4% | -1% | ? | -10% | 0%
[55] CC(/C=C(\C)Nc1ccccc1)=Nc1ccccc1
→ -4% | 17% | -5% | 45% | 116%[activator] | 7%
[56] OC1CCN(Cc2ccc3ccccc3c2)CC1
→ -15% | 23% | 23% | ? | -2% | -1%
[57] O=C(c1ccc(S(=O)(=O)NCC2CCCO2)cc1)N1CCN(c2ccccc2)CC1 (stereo unspecified)
→ 14% | 3% | -4% | 0% | -3% | 4%
[58] CC(=O)Nc1ccc(S(=O)(=O)Nc2ccc3ccccc3n2)cc1
→ -1% | -10% | 3% | -21% | -1% | 4%
[59] Cc1ccc(N2CCN(C(=O)c3ccccc3NC(=O)C3CCCCC3C(=O)O)CC2)cc1 (stereo unspecified)
→ -5% | 5% | -11% | -7% | 4% | 0%

# Screening data as filed in PubChem.
